D2 ag – agonists of human D2 dopamine receptor; AID 485358; HEK293 T-REx D2 cells, calcium flux agonist mode; P14416; hit rate 0.53% among 340,000; activation, % at 2 µM;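 active means activation over 3 SD above normal in the single-dose calcium agonist read, cut at about 30% in these data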; further: 0% is about no effect
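Agonism scored from kinetic calcium signal (1 read/sec, 180 s) following compound pin transfer, after a 10 s baseline. Cells: HEK293 Trex line expressing inducible D2 receptor coupled to calcium, dye-loaded after overnight culture at 30 C.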
TrxR1 substrate – substrates of rat thioredoxin reductase 1; O89049; purified TrxR1 substrate turnover, NADPH consumption readout; Potency, µM (series often up to 114 µM), inactives show at the highest dose activity change, negative = substrate turnover; hit rate 0.01% among 390,000; further: potency means the concentration at half of the fitted maximal effect; on the % scale 0 is the no-effect control and ±100 the full control effect; nearly all actives have a fitted effect of over 50% in size
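Rat TrxR1, dispensed at 90 nM, was prereduced with 400 uM NADPH (final) for 5 min at ~22 deg C, then incubated with compound 15 min before 400 uM selenite. A first-read NADPH fluorescence drop versus no-compound background flagged substrates.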
TRHR PAM – TRH receptor (human) allosteric enhancement. P34981. hit rate 0.66% among 360,000. TRHR cells, fluo-8 calcium fluorescence, EC20 TRH enhancement. enhancement, % at 2 µM; in the data active means enhancement above about 30%; further: 0% is about no effect
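Enhancer read-out: after compound pinning and an initial kinetic agonist-mode read, an EC20 of TRH (10 nM final) was injected and fluo-8 calcium signal (Ex 480/Em 530) followed at 1 s/cycle for 100 cycles in TRHR-expressing cells.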
D2 antagonist – antagonists of human D2 dopamine receptor; P14416; HEK293 TREx D2 cells, calcium flux, dopamine EC80; inhibition, % at 10 µM; hit rate 2% among 340,000; in the data active means inhibition above about 30%; further: 0% is about no effect
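Calcium flux kinetic readout in an inducible HEK293 TREx D2 line plated overnight at 30 C. After 180 s compound exposure, an EC80 dopamine challenge follows with another 180 s kinetic read to detect antagonism.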
rTrxR1 inhibitor – inhibitors of rat thioredoxin reductase 1. hit rate 1% among 390,000. recombinant rTrxR1, NADPH fluorescence consumption, selenite substrate. Potency, µM (doses to about 114 µM), inactives show top-dose activity change, negative = inhibition, usual class: inhibitors; further: potency means the concentration at half of the fitted maximal effect; on the % scale 0 is the no-effect control and ±100 the full control effect; nearly all actives have a fitted effect of over 65% in size
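Rat TrxR1 (90 nM in the dispensed reagent) was pre-reduced with 400 uM NADPH for 5 min at room temperature, then incubated with compound for 15 min. After 400 uM selenite was added, NADPH fluorescence (Ex 340/Em 450 nm) was followed for 8 min.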
TRHR ag – agonists of human TRH receptor; hit rate 0.18% among 360,000; TRHR cells, calcium flux fluo-8, FDSS agonist mode; activation, % at 2 µM; P34981; in the data active means activation above about 30%; further: 0% is about no effect
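In this calcium-flux screen, cells bearing human TRHR are dye-loaded with fluo-8, baselined for 10 cycles, then exposed to library compounds; positive kinetic calcium responses during the agonist phase mark hits, with TRH as control.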
Pin1 inh – blocks the human prolyl isomerase Pin1. hit rate 0.009% among 390,000. Potency, µM (top dose mostly 115 µM), without a hit: at the top dose activity, negative = inhibition, usual class: inhibitors. Pin1 FP peptide displacement, HiFluor488, 10 min. Q13526; active means well fitted inhibition curve with a large enough effect in the polarisation, with a control signal flat, not every such curve was filed as active; inconclusive means small, poorly fitted or top-dose-only effect, or effect the other way, or a change in a side signal; inactive means no such curve, though single readings can be large or run the other way; the % refers to the polarisation; further: potency means the concentration at half of the fitted maximal effect; on the % scale 0 is the no-effect control and ±100 the full control effect
Target sequence (Q13526 whole entry, looked up): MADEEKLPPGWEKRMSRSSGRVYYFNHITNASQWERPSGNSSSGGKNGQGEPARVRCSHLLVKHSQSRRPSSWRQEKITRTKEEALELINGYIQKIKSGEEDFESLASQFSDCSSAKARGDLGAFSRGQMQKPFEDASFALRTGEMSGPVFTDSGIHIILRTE
IDH1 R132H inh – blocks human mutant IDH1 R132H enzyme; O75874; IDH1-R132H enzyme, NADPH consumption, diaphorase/resazurin fluorescence; Potency, µM (highest dose often 76.6 µM), without a hit: at the highest dose activity change, negative = inhibition, usual class: inhibitors; hit rate 0.093% among 390,000; AID 602179; further: potency means the concentration at half of the fitted maximal effect; on the % scale 0 is the no-effect control and ±100 the full control effect; nearly all actives have a fitted effect of over 65% in size
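IDH1-R132H (0.5 ug/mL dispensed) in pH 7.5 Tris buffer was preincubated 30 min with compound, then given a substrate mix of 0.016 mM NADPH and 2 mM alpha-KG for 80 min at room temperature; remaining NADPH was read by diaphorase/resazurin fluorescence.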
USP1 inh – USP1/UAF1 (human) deubiquitinase inhibition. AID 743255. recombinant USP1/UAF1, Ub-Rhodamine cleavage fluorescence. hit rate 0.23% among 390,000. Potency, µM (highest dose often 57.1 µM), inactives show top-dose activity change, negative = inhibition, actives largely listed as inhibitors; further: potency means the concentration at half of the fitted maximal effect; on the % scale 0 is the no-effect control and ±100 the full control effect; nearly all actives have a fitted effect of over 60% in size; inactives centre near -12
Target sequence (O94782 whole entry, looked up): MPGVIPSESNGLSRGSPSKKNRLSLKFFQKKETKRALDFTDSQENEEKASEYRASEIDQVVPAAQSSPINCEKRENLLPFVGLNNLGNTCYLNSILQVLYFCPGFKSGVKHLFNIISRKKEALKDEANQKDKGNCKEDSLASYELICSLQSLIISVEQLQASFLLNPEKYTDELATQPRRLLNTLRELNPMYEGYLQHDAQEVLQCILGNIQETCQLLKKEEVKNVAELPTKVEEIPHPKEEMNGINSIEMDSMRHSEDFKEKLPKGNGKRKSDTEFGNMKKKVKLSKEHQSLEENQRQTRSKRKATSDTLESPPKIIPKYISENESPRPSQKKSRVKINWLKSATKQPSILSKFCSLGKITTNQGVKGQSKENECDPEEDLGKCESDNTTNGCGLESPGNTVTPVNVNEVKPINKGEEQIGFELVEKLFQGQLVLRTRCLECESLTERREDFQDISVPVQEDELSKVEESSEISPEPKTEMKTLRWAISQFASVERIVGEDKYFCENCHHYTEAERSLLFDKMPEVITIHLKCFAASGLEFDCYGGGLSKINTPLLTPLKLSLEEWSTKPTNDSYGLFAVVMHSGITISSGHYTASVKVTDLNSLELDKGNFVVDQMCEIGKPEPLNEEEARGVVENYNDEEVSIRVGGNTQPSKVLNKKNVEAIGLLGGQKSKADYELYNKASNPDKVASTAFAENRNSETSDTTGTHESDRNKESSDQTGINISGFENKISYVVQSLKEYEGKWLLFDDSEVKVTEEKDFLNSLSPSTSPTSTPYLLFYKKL
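USP1/UAF1 complex (1 nM) preincubated 15 min at room temperature with compound, then Ub-Rho substrate (150 nM final) added. Kinetic fluorescence at 480/540 nm over 6 reads at 60 s intervals; 50 mM HEPES pH 7.8, 0.5 mM EDTA, 0.1 mg/ml BSA, 1 mM TCEP, 0.01% Tween-20.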
* marks the source's active call; other numbers are inactive results; ? = inconclusive; / = not tested or not shown; [ ] = dose if it differs, or a comment. Unless noted, the call rests on the fitted dose curve; in most records, active means well fitted inhibition curve with a large enough effect; inconclusive means small, poorly fitted or top-dose-only effect; inactive means no such curve, though single readings can be large or run the other way.

SMILES | D2 ag | TrxR1 substrate | TRHR PAM | D2 antagonist | rTrxR1 inhibitor | TRHR ag | Pin1 inh | IDH1 R132H inh | USP1 inh
COc1ccc(/C=C/C(=O)OCC(=O)N2CC(=O)Nc3ccccc32)cc1S(=O)(=O)N1CCOCC1 | 0.6 | 8%[11.4 µM] | 1 | -9 | 1%[11.4 µM] | -1.2 | 0% | 4% | -22%
Cc1ccn2c(CNCCn3cccn3)c(C(=O)N3CCCCCC3)nc2c1 | 1.0 | 12%[57.1 µM] | -3 | -5 | 16%[57.1 µM] | 0.7 | 2% | 13% | -10%
CC(Oc1ccc(-c2nnco2)cc1)C(=O)N1CCOCC1 (configuration not stated) | -1.4 | 1% | 3 | -12 | 8% | -1.1 | -2% | 9% | -9%
O=C(COCc1nc2ccccc2c(=O)[nH]1)NC1CCCC1 | 4.6 | -2% | -5 | 2 | 28% | 0.1 | 0% | -2% | 3%
COc1ccccc1-c1oc2ccccc2c1C#CC1(N)CCCCC1 | 1.8 | 20% | 4 | 12 | -6% | 0.0 | 10% | 4% | -35%
CCn1c(=N)n(CC(=O)c2ccc(OC)cc2)c2ccccc21 | -1.8 | 13%[57.1 µM] | 1 | 3 | 14%[57.1 µM] | 0.2 | 0% | 1% | 3%
COc1ccc(Cn2c(=O)[nH]c3cc(C(=O)N4CCN(c5cc(C)ccc5C)CC4)ccc3c2=O)cc1 | -0.3 | 0% | 1 | / | 30% | 0.5 | 3% | -3% | -24%
COC(=O)Cc1c(C)nc2nc[nH]n2c1=O | 0.0 | 6% | -5 | -8 | 27% | -1.0 | -6% | 2% | 4%
COc1nc(N(C)S(=O)(=O)c2ccc(C)cc2)nc(C)c1Br | 1.5 | -1% | -8 | 4 | 15% | -0.4 | 3% | -2% | -14%
Cc1ccc(S(=O)(=O)N2CCN(C(=O)COC(=O)c3ccccn3)CC2)c(C)c1 | 0.2 | -3% | 3 | 0 | 3% | 0.3 | 3% | 2% | -7%
COc1cccc(N=C(N)N)c1 | 1.1 | 4% | 27 | -3 | 10% | 0.5 | -14% | 13% | -1%
CN(C)C=Nc1nc2ccccc2nc1N1CCCC1 | 0.9 | -5%[57.1 µM] | -1 | 2 | 13%[57.1 µM] | 0.5 | -12% | 7% | -17%
O=C(NC1CCCCC1)C(c1cccnc1)N(C(=O)c1csnn1)c1ccccc1 (configuration not stated) | -0.2 | -5% | 2 | -3 | 9% | -0.6 | -6% | -16% | -18%
CC(C)c1ccc(S(=O)(=O)Nc2ccc(O)c(Sc3ncn[nH]3)c2)cc1 | 0.0 | 1% | 2 | 13 | 3% | -0.4 | -2% | -13% | -22%
CCOC(=O)c1ccc(Nc2ncnc3c2cnn3-c2cccc(Cl)c2)cc1 | -0.2 | 11%[57.1 µM] | 0 | / | 32%[activator][57.1 µM] | -0.3 | -2% | -6% | -16%
Cc1ccc2c(c1)N(C(=O)CCC(=O)NC1CCCCCC1)CCO2 | -0.3 | 5%[57.1 µM] | 5 | -6 | 9%[57.1 µM] | 0.0 | -3% | -5% | -3%
CCC(C(=O)OCC(=O)Nc1ccc(C(N)=O)cc1)c1ccccc1 (configuration not stated) | 0.0 | 0%[57.1 µM] | 6 | 1 | 17%[57.1 µM] | 0.0 | 0% | -8% | -6%
CCNC(=S)NN=C1c2ccccc2-c2ccccc21 | 0.3 | 4%[57.1 µM] | -3 | 1 | 3%[57.1 µM] | 0.6 | 15% | 5% | -22%
CCOc1ccccc1NC(=O)NCCn1c(=O)oc2ccc(C)cc21 | -0.4 | 3% | -1 | / | 27% | -2.1 | -9% | 17% | -11%
O=C(c1ccco1)N1CCN(S(=O)(=O)Cc2ccc(Cl)cc2)CC1 | 0.9 | 13% | 5 | -3 | 31%[activator] | -0.1 | -11% | 8% | -3%
O=C(O)Cc1cn(-c2ccccc2)nc1-c1ccccc1 | 0.0 | 4% | 5 | 9 | 23% | -0.3 | ? | -2% | -27%
CCOC(=O)c1ccc(NC(=O)Nc2ncc(Cl)cc2Cl)cc1 | -0.7 | / | 2 | -13 | / | -0.7 | / | / | /
CCc1cccc(N=c2c([N+](=O)[O-])nn(-c3ccc4c(c3)OCCO4)n2O)c1 | -2.1 | -6%[57.1 µM] | -2 | 7 | 7%[57.1 µM] | -0.2 | 2% | 6% | -17%
CCOC(=O)C(CCCOc1cccc(OC)c1)C(=O)OCC | 1.0 | -1% | -4 | -6 | 17% | 0.1 | 1% | 18% | -11%
CN(Cc1ccc(F)cc1)Cc1nc(-c2cnccn2)no1 | 0.8 | 6%[11.4 µM] | -10 | 27 | 20%[11.4 µM] | -0.3 | -4% | 0% | 4%
COc1cc(/C=C/C(=O)Nc2ccc(C(C)=O)cc2)cc(OC)c1OC | -0.1 | -11% | 5 | -4 | -15% | -0.9 | -9% | 3% | -6%
Cc1cccc(NC(=O)C[n+]2ccc(N(C)C)cc2)c1 | 0.7 | -13% | -4 | 12 | -12% | 0.3 | 12% | 3% | -10%
COc1nc(Oc2ccc(C(=O)OCC(N)=O)cc2)nc(N(C)C)n1 | 0.6 | -7% | 6 | 8 | 10% | 0.3 | 0% | -2% | -2%
CCOC(=O)C1=C(O)/C(=C/c2ccc(-c3ccccc3C(=O)O)o2)SC1=Nc1ccc(OC)cc1 | 1.9 | -7% | 7 | 1 | ? | 5.1 | 41%[activator] | -17% | -18%
COc1cccc(N/C=C/C(=O)c2ccc(C)cc2)c1 | -0.8 | -6% | -6 | -3 | 8% | -0.2 | -2% | 9% | -24%
COn1c(=O)c(-c2ccc(Cl)cc2)[n+]([O-])c2ccccc21 | 0.2 | -4% | -8 | 9 | -24% | -0.4 | -4% | 2% | -9%
CCOc1ccc(CCNC(=O)c2cc(C)nc3c2c(C)nn3-c2cccc(F)c2)cc1 | -1.7 | 51%[activator] | 7 | / | 37%[activator] | 0.3 | 3% | -1% | -6%
Cc1cc(C)cc(-n2nnc(C(=O)NCc3ccccc3Cl)c2N)c1 | / | 9% | / | / | 16% | / | 61%[activator] | 5% | -9%
CC(=O)OC(C#CCN1CCOCC1)c1ccccc1 (configuration not stated) | 0.1 | -5% | -1 | 13 | -7% | -0.1 | -5% | 3% | -13%
COc1cccc(NC(=O)C(c2ccccc2)N2CCCC2)c1 (configuration not stated) | -0.7 | 7%[57.1 µM] | -3 | 1 | 12%[57.1 µM] | -0.9 | -9% | 0% | -26%
COCc1c(C(=O)OC/C(O)=C(\C#N)c2nc3ccccc3[nH]2)oc2ccccc12 | / | 4%[57.1 µM] | -3 | / | 23%[57.1 µM] | 0.5 | 27% | 2% | -16%
COc1ccc(S(=O)(=O)N/N=C\c2ccc([N+](=O)[O-])o2)c(OC)c1 | 0.6 | -15% | -4 | 21 | 35µM* | 1.2 | -6% | 10% | -19%
COc1ccc(Cl)cc1C(=O)NCC(c1ccc(N(C)C)cc1)N1CCOCC1 (configuration not stated) | -2.3 | 3%[57.1 µM] | -1 | / | 13%[57.1 µM] | -0.3 | 0% | 2% | -16%
Cn1nc(C(F)(F)F)c(-c2ccc(Br)cc2)c1NC(=O)C1CCC1C(=O)O (configuration not stated) | -1.0 | 7% | -2 | -8 | 21% | 0.0 | 0% | -7% | -22%
Cc1nnc(SCC(=O)NCC(=O)Nc2ccc(F)c(F)c2F)n1Cc1ccccc1 | 1.8 | -7%[57.1 µM] | -4 | 4 | -5%[57.1 µM] | 0.0 | 2% | -10% | 2%
COc1ccc(NC(=S)N2CCC(c3ccc(C)cc3)C2)cc1 (configuration not stated) | -0.6 | -4% | -1 | 4 | 4% | 0.0 | -1% | 0% | -23%
CCCC/C(O)=N\S(=O)(=O)c1ccc(N=NN(C)C)cc1 | 1.0 | -2% | 3 | 1 | 8% | 1.0 | -6% | 0% | -11%
COc1ccc(NC(=O)CN(C)C(=O)c2cccc(-n3cccc3)c2)cc1 | 0.2 | -5%[57.1 µM] | 0 | -7 | -3%[57.1 µM] | -0.6 | ? | -6% | 0%
CCCN(Cc1ccccc1)S(=O)(=O)c1ccc(N2C(=O)CCC2=O)cc1 | -0.1 | -10% | 1 | 11 | -10% | -0.5 | 6% | 2% | -9%
Cc1occc1C(=O)Nc1cc(C(C)(C)C)on1 | 1.1 | 3% | -2 | 4 | 14% | 0.4 | 0% | 2% | -10%

Six consecutive compounds already listed, quoted:
SMILES | D2 ag | TrxR1 substrate | TRHR PAM | D2 antagonist | rTrxR1 inhibitor | TRHR ag | Pin1 inh | IDH1 R132H inh | USP1 inh
COCc1c(C(=O)OC/C(O)=C(\C#N)c2nc3ccccc3[nH]2)oc2ccccc12 | / | 4%[57.1 µM] | -3 | / | 23%[57.1 µM] | 0.5 | 27% | 2% | -16%
COc1ccc(S(=O)(=O)N/N=C\c2ccc([N+](=O)[O-])o2)c(OC)c1 | 0.6 | -15% | -4 | 21 | 35µM* | 1.2 | -6% | 10% | -19%
COc1ccc(Cl)cc1C(=O)NCC(c1ccc(N(C)C)cc1)N1CCOCC1 (configuration not stated) | -2.3 | 3%[57.1 µM] | -1 | / | 13%[57.1 µM] | -0.3 | 0% | 2% | -16%
Cn1nc(C(F)(F)F)c(-c2ccc(Br)cc2)c1NC(=O)C1CCC1C(=O)O (configuration not stated) | -1.0 | 7% | -2 | -8 | 21% | 0.0 | 0% | -7% | -22%
Cc1nnc(SCC(=O)NCC(=O)Nc2ccc(F)c(F)c2F)n1Cc1ccccc1 | 1.8 | -7%[57.1 µM] | -4 | 4 | -5%[57.1 µM] | 0.0 | 2% | -10% | 2%
COc1ccc(NC(=S)N2CCC(c3ccc(C)cc3)C2)cc1 (configuration not stated) | -0.6 | -4% | -1 | 4 | 4% | 0.0 | -1% | 0% | -23%

Source: PubChem BioAssay (National Center for Advancing Translational Sciences (NCATS))

Not all compounds are listed; the hit share may differ from the screen's.
